# NSD2 inh: NSD2 histone methyltransferase inhibitors, primary screen, biochemical, AlphaScreen, single concentration, set 2. NSD2 peptide methylation, 120 min. inhibition, % at 12.5 µM. 310,000 tested, 0.54% active. AID 743445, 2014; in the data active = inhibition above about 50%
# Target sequence (O96028 whole entry, looked up): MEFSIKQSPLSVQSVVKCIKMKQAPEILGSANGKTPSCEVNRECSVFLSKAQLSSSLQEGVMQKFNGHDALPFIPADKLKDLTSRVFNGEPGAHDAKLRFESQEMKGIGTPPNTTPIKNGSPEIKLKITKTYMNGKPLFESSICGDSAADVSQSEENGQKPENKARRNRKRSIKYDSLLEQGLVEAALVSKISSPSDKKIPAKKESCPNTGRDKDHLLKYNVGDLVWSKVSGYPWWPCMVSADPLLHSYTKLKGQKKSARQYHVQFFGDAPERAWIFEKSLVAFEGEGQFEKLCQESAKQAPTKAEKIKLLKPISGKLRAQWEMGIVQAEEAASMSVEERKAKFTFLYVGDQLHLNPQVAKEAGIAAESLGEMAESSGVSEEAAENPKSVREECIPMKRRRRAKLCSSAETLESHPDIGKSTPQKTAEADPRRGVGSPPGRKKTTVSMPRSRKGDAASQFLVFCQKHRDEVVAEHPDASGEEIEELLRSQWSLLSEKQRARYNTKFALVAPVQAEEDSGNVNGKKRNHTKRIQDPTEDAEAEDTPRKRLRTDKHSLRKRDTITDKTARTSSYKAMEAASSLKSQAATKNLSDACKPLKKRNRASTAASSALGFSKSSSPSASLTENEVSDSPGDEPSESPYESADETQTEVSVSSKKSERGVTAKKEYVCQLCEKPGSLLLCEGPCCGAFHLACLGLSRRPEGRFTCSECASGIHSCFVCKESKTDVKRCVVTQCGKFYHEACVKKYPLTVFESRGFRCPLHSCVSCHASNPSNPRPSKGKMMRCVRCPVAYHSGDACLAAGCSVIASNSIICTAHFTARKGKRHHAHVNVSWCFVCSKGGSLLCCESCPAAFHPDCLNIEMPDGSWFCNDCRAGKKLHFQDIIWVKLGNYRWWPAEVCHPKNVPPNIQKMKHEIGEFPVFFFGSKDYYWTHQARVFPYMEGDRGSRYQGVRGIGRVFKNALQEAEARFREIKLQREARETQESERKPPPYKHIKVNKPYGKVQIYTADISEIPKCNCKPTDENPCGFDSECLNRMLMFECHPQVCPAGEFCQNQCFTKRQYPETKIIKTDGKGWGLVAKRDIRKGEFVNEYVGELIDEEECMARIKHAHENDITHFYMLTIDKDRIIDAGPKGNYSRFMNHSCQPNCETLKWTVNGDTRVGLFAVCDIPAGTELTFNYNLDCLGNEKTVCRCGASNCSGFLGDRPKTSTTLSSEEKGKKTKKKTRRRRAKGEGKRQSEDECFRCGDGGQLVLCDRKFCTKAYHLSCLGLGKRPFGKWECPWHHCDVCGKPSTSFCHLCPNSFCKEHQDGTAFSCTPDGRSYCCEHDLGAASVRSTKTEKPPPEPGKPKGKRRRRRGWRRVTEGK
# CAL PDZ FP-1: CAL PDZ peptide-binding inhibitors, primary screen, biochemical, fluorescence polarization, Cer-tagged CAL PDZ, HTS. Golgi-associated PDZ and coiled-coil motif-containing protein (Homo sapiens), Q9HD26. purified CAL PDZ, TMR-peptide fluorescence polarization, 1 h. inhibition, % at 20 µM. 330,000 tested, 0.02% active. AID 504414, 2011;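 active = highest replicate inhibition of at least 40%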;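 also: plate controls were DMSO neutral control wells for no effect and unlabeled competitor peptide control wells for full effect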
#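 Material: tagged CAL PDZ protein CerCALP, purified; buffer or medium: sodium phosphate/NaCl buffer pH 7.4 with TCEP, IgG, Thesit; also added: fluorescent TMR peptide probe; schedule: 1 h incubation at room temperature before polarization reading; technique: fluorescence polarization from S- and P-plane intensities, G-factor corrected; control set: unlabelled peptide and DMSO controls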
# SR-BI DiI inh: inhibitors of SR-BI mediated HDL lipid uptake, primary screen, ldlA[mSR-BI] cells, fluorescence, single point; Scavenger receptor class B member 1 (Mus musculus), Q61009; ldlA[mSR-BI] CHO cells, DiI-HDL uptake fluorescence, 3 h; inhibition, % at 12.5 µM; 320,000 tested, 0.96% active; AID 488896, 2010;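 active = mean replicate inhibition of at least 70% and a set share of replicates each scoring 70 or more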;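 also: 0% = median of neutral control wells and 100% = median of positive control wells; values of inactives mirror those of a sister screen read the other way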
# PfHsp90 yeast 2: growth inhibition of PfHsp90-expressing yeast, primary screen, antimalarial PfHsp90 inhibitor project, S. cerevisiae, BacTiter-Glo luminescence, single point, set 2. BacTiter-Glo ATP, 48 h; yeast lacking PDR1 and PDR3 efflux regulators. inhibition, % at 9.4 µM. 310,000 tested, 0.32% active. AID 504621, 2011;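 active = every replicate shows inhibition above about 80%, whatever the replicate mean, limit read from the data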;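 also: 0% = DMSO neutral controls and 100% = 20 µM radicicol positive controls; yeast relying on Plasmodium falciparum Hsp90 in place of its own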
# MITF TRPM1 HTS: activators of MITF-driven TRPM1 promoter reporter, primary screen, cell-based, SK-MEL-5, luciferase, single point. SK-MEL-5 TRPM1-promoter luciferase, 24 h; % of positive control, neutral wells = 0. activation, % at 12.5 µM. 300,000 tested, 0.75% active. AID 588334, 2011;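 active = mean activation of at least 80% with every replicate also reaching 80%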;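 also: 0% = neutral control wells and 100% = parthenolide positive control wells; values of inactives mirror those of a sister screen read the other way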
# SR-BI DiI-HDL act: activators of SR-BI mediated DiI-HDL uptake, primary screen, ldlA[mSR-BI] CHO cells, DiI fluorescence; 320,000 tested, 0.096% active; 3 h; 100 = double the neutral-control signal; activation, % at 12.5 µM; AID 504775, 2011;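 active = mean replicate activation of at least 60% and every replicate at or above 60%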;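 also: 0% = median plate neutral-control signal and 100% = twice that signal; values of inactives mirror those of a sister screen read the other way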
#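 System: LDL receptor-deficient CHO ldlA cells overexpressing murine SR-BI | Timing: 3 h uptake period with compound, 37 °C | Medium: HEPES-buffered (25 mM, pH 7.4) F12 plus 0.5% BSA | Dosing: Single-point compound dose | Signal: Bottom-read fluorescence, 550/595 nm | Read-out: Retained DiI signal reflecting DiI-HDL uptake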
# CAL PDZ FP-2: untagged CAL PDZ binding inhibitors, primary screen, biochemical, fluorescence polarization, HTS; Golgi-associated PDZ and coiled-coil motif-containing protein (Homo sapiens), Q9HD26; purified CAL PDZ, TMR-peptide fluorescence polarization, 1 h; inhibition, % at 24.9 µM; 300,000 tested, 0.92% active; AID 602252, 2012;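 active = mean inhibition of at least 30% with at least half of replicates also reaching 30%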;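 also: 0% = DMSO neutral control and 100% = excess unlabeled competitor peptide PRC23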
# PvdQ acylase: P. aeruginosa PvdQ acylase inhibitors, primary screen, biochemical, fluorescence, plate reader and imaging, single point; purified PvdQ acylase; inhibition, % at 10 µM; PvdQ acylase [Pseudomonas aeruginosa LESB58]; 340,000 tested, 0.063% active; in the data active = inhibition above about 30%, passing the limit was not always enough;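 also: 0% = vehicle neutral wells and 100% = reference inhibitor wells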
# Rtt109 Vps75: inhibitors of C. albicans Rtt109/Vps75 HAT, primary screen, biochemical, ThioGlo CoA-SH fluorescence, plate reader; purified Rtt109/Vps75, 4 h; inhibition, % at 34.9 µM; 330,000 tested, 0.16% active;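 active = inhibition of at least 50% in every replicate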
# dFosB act: activators of delta FosB homodimer, primary screen, biochemical, fluorescence polarization, TAMRA-CDK5 oligo, single point | Protein FosB (Mus musculus), P13346 | purified delta FosB; percent of positive-control signal above neutral wells | activation, % at 25 µM | 340,000 tested, 0.99% active;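 active = mean activation above about 17%, with every replicate also reaching it, limit read from the data, passing the limit was not always enough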;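 also: fluorescence polarization rise as delta FosB binds a TAMRA Cdk5 AP-1 oligo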
# * marks the source's active call; other numbers are inactive results; . = no result given.
SMILES,NSD2 inh,CAL PDZ FP-1,SR-BI DiI inh,PfHsp90 yeast 2,MITF TRPM1 HTS,SR-BI DiI-HDL act,CAL PDZ FP-2,PvdQ acylase,Rtt109 Vps75,dFosB act
COc1cc2c(cc1NC(=O)C(Cl)Cl)-c1ccc(NC(=O)C(Cl)Cl)cc1C2,1,-0.3,83*,-7,-74,-83,-4,-13,1,-25
Cc1ccc2c(c1)C(c1ccc(N3CCOCC3)cc1)=NNC(c1cccs1)=N2,11,-2.0,12,24,-4,-12,-32,-11,-9,-13
Cc1cc(C)nc(SCC(=O)Nc2ccc(S(=O)(=O)Nc3cc(C)on3)cc2)n1,-2,0.9,-11,2,4,11,-8,-13,0,7
CC(=O)Nc1ccc(Oc2ncccn2)cc1,0,-0.6,-26,-5,.,26,2,6,-1,-11
OC(CNCCCCNCC(O)C(F)(F)F)C(F)(F)F (configuration not stated),-2,-0.5,-31,14,10,31,-8,-10,-12,0
COc1cc(O)cc(O)c1C(=O)/C=C/c1ccccc1,.,-0.7,26,-9,-13,-26,6,16,-5,0
Cc1csc2c(SCC(=O)NNS(=O)(=O)c3cccc(C(F)(F)F)c3)ncnc12,4,-0.6,-19,-28,.,19,.,-10,0,16
COCCn1c(-c2ccc(C)cc2)nc2c(c(=O)c3ccccc3n2C)c1=O,3,-4.5,.,-6,-6,.,-1,-4,-4,-17
COc1ccccc1C(=O)NC(=O)COc1cc(Cl)ccc1Cl,0,-1.2,5,-31,4,-5,-4,10,9,-7
COc1ccc(NC(=O)CNC(=O)c2nn(-c3ccc(OC)cc3OC)c(=O)c3ccccc23)c(OC)c1,-5,-7.8,.,9,4,.,.,-5,0,-13
Cc1cccc(NC(=O)N(Cc2nc3ccccc3c(=O)[nH]2)C2CCCC2)c1,4,0.7,0,11,-3,0,0,-19,-10,-8
CC(=O)NC(CCS(C)(=O)=O)C(=O)Nc1ccccc1C (configuration not stated),-4,-2.3,-7,11,-8,7,-1,-10,-14,0
COc1ccc(Nc2ncccc2C(=O)Nc2ccccc2)cc1,-3,-0.9,42,8,13,-42,-1,1,11,-5
CC1CC/C(=C\c2ccc3c(c2)OCO3)C(=O)/C1=C/c1ccc2c(c1)OCO2 (configuration not stated),4,0.1,7,5,2,-7,-3,-2,-7,-8
CCCCOc1nc2ccccc2nc1C(C#N)S(=O)(=O)c1ccccc1 (configuration not stated),2,-1.8,-9,-19,9,9,-1,1,-18,6
O=C(CSc1nc2cc(C(=O)O)ccc2c(=O)n1-c1ccc(F)cc1)Nc1ccc(F)c(F)c1F,-2,.,-6,1,15,6,-3,-5,1,-5
O=S(=O)(N/N=C/c1ccc2c(c1)OCCO2)c1ccc(Cl)cc1,-5,0.0,-9,14,13,9,.,4,9,6
CCCCN(C(=O)CSc1nnc(-c2ccc(Cl)cc2)o1)c1c(N)n(CC(C)C)c(=O)[nH]c1=O,-2,-0.8,-11,-3,0,11,-1,8,11,-6
O=C(O)CCC(=O)NNc1nc(-c2ccccc2)c2cc(Cl)ccc2n1,-1,-1.6,-14,-16,7,14,-7,4,4,4
O=C(NCCCNCc1ccccc1)c1ccncc1,-1,0.8,-11,7,10,11,-2,18,-6,5
O=C(N/N=C/c1ccc(F)cc1)c1c(O)c2ccccc2[nH]c1=O,-2,-0.2,-15,35,-60,15,-1,-9,-4,3
O=C1C2CCCN2C(c2ccccc2F)N1c1ccc(Cl)cc1 (configuration not stated),6,0.2,-18,.,.,18,3,6,6,2
O=C(c1ccc(S(=O)(=O)N2CCC(c3nc4ccccc4s3)CC2)cc1)N1CCOCC1,8,-0.9,-2,27,-16,2,-1,-9,2,-2
CC(C)c1ccc2[nH]c3nc(SCC(=O)N4CCOCC4)nnc3c2c1,-1,-4.3,-4,-3,32,4,.,2,2,-20
O=C(N/N=C/c1cccnc1)c1ccccc1OCc1ccc(Br)cc1,-4,-4.0,9,-8,15,-9,3,-10,-2,-31

# Part of the list above in a different format.
# Below each SMILES – NSD2 inh | CAL PDZ FP-1 | SR-BI DiI inh | PfHsp90 yeast 2 | MITF TRPM1 HTS | SR-BI DiI-HDL act | CAL PDZ FP-2 | PvdQ acylase | Rtt109 Vps75 | dFosB act
COc1cc2c(cc1NC(=O)C(Cl)Cl)-c1ccc(NC(=O)C(Cl)Cl)cc1C2
→ 1 | -0.3 | 83* | -7 | -74 | -83 | -4 | -13 | 1 | -25
Cc1ccc2c(c1)C(c1ccc(N3CCOCC3)cc1)=NNC(c1cccs1)=N2
→ 11 | -2.0 | 12 | 24 | -4 | -12 | -32 | -11 | -9 | -13
Cc1cc(C)nc(SCC(=O)Nc2ccc(S(=O)(=O)Nc3cc(C)on3)cc2)n1
→ -2 | 0.9 | -11 | 2 | 4 | 11 | -8 | -13 | 0 | 7
CC(=O)Nc1ccc(Oc2ncccn2)cc1
→ 0 | -0.6 | -26 | -5 | . | 26 | 2 | 6 | -1 | -11
OC(CNCCCCNCC(O)C(F)(F)F)C(F)(F)F (configuration not stated)
→ -2 | -0.5 | -31 | 14 | 10 | 31 | -8 | -10 | -12 | 0
COc1cc(O)cc(O)c1C(=O)/C=C/c1ccccc1
→ . | -0.7 | 26 | -9 | -13 | -26 | 6 | 16 | -5 | 0
Cc1csc2c(SCC(=O)NNS(=O)(=O)c3cccc(C(F)(F)F)c3)ncnc12
→ 4 | -0.6 | -19 | -28 | . | 19 | . | -10 | 0 | 16
COCCn1c(-c2ccc(C)cc2)nc2c(c(=O)c3ccccc3n2C)c1=O
→ 3 | -4.5 | . | -6 | -6 | . | -1 | -4 | -4 | -17
COc1ccccc1C(=O)NC(=O)COc1cc(Cl)ccc1Cl
→ 0 | -1.2 | 5 | -31 | 4 | -5 | -4 | 10 | 9 | -7
COc1ccc(NC(=O)CNC(=O)c2nn(-c3ccc(OC)cc3OC)c(=O)c3ccccc23)c(OC)c1
→ -5 | -7.8 | . | 9 | 4 | . | . | -5 | 0 | -13
Cc1cccc(NC(=O)N(Cc2nc3ccccc3c(=O)[nH]2)C2CCCC2)c1
→ 4 | 0.7 | 0 | 11 | -3 | 0 | 0 | -19 | -10 | -8
CC(=O)NC(CCS(C)(=O)=O)C(=O)Nc1ccccc1C (configuration not stated)
→ -4 | -2.3 | -7 | 11 | -8 | 7 | -1 | -10 | -14 | 0
COc1ccc(Nc2ncccc2C(=O)Nc2ccccc2)cc1
→ -3 | -0.9 | 42 | 8 | 13 | -42 | -1 | 1 | 11 | -5
CC1CC/C(=C\c2ccc3c(c2)OCO3)C(=O)/C1=C/c1ccc2c(c1)OCO2 (configuration not stated)
→ 4 | 0.1 | 7 | 5 | 2 | -7 | -3 | -2 | -7 | -8

# Next section:
SMILES,NSD2 inh,CAL PDZ FP-1,SR-BI DiI inh,PfHsp90 yeast 2,MITF TRPM1 HTS,SR-BI DiI-HDL act,CAL PDZ FP-2,PvdQ acylase,Rtt109 Vps75,dFosB act
Cc1ccc(NC(=O)CSc2nnc(-c3ccccc3C)o2)cc1C,0,0.1,-3,-7,.,3,-1,1,-3,-1
COC(=O)c1ccc(N2CCN(C(C)=O)CC2)c(NC(=O)COc2ccccc2C)c1,-1,-1.2,.,.,-4,.,3,4,-2,-4
O=c1oc2ccccc2cc1N1CCOCC1,-2,-2.6,-9,9,-9,9,0,-2,-4,-2
C/C(CC(=O)Nc1ccc(C)c(Cl)c1)=N\NC(=O)c1ccco1,1,0.8,23,-8,-8,-23,-2,-12,8,-17
O=C(CC(=O)c1ccccc1)CC(O)(C=Cc1ccccc1)c1ccccc1 (configuration not stated),0,0.2,14,-1,40,-14,52*,-18,-7,-10
c1ccc(COC2CCCN(Cc3nc(-c4cnccn4)no3)C2)cc1 (configuration not stated),0,0.4,-6,.,5,6,0,5,4,-13
O=C(CN1CCN(c2ccccc2)CC1)NC(=O)NCc1ccco1,5,-1.3,22,-15,-7,-22,1,-9,1,-9
NC(=O)C1CCN(S(=O)(=O)c2cc3c4c(c2)CCN4C(=O)CC3)CC1,-2,-2.3,-19,1,-3,19,-4,-5,3,4
O=C(CN(C(=O)CCC(=O)Nc1nccs1)c1ccc2c(c1)OCO2)NCc1ccc(F)cc1,-5,-2.3,-12,27,1,12,-2,-2,-7,4
O=C(O)c1ccc(-n2cccc2/C=C2/NC(=O)N(c3cccc(Cl)c3)C2=O)cc1,.,-1.7,-18,-32,-2,18,.,-3,-4,-4
O=C(c1ccc(F)cc1)N(Cc1ccco1)C1CCS(=O)(=O)C1 (configuration not stated),-3,-0.3,-3,-2,-3,3,-8,9,11,3
CC(C)C(c1nnnn1Cc1ccco1)N1CCN(C2CCCC2)CC1 (configuration not stated),37,-1.1,-9,1,3,9,2,-14,2,0
CC1CC(C)CN(c2nc(N(C)c3ccccc3)nc(N)c2[N+](=O)[O-])C1 (configuration not stated),7,-1.0,37,3,.,-37,-3,0,0,-8
COc1ccc(N(C)C(=O)Cn2c(=O)oc3ccccc32)c(OC)c1,-2,-1.3,8,-1,-1,-8,-2,4,0,2
O=C(CSc1nnc(-c2ccccn2)o1)Nc1ccccc1Cl,-3,-2.1,-15,20,17,15,0,4,.,-1
CC1(C)COC(/C=C/c2cccc([N+](=O)[O-])c2)=N1,-4,0.7,-1,1,-36,1,4,-6,-2,-4
CCCCOCCO,0,0.7,-20,13,7,20,.,-10,-11,-1
COc1cccc(/C=N/NC(=O)CSc2nnc(C)n2-c2ccccc2)c1OC,0,0.0,20,17,.,-20,.,-3,7,-1
N#C/C(=C\c1ccc(-c2cccc([N+](=O)[O-])c2)o1)C(=O)N1CCOCC1,-4,.,24,-11,6,-24,2,15,2,-5
CC(=O)Oc1cc(O)c2c(=O)c(OC(C)=O)c(-c3ccc(OC(C)=O)c(OC(C)=O)c3)oc2c1,.,-0.2,28,-8,16,-28,2,1,32,-7
Cc1ccc(/C=N\NC(=O)c2cncc(Br)c2)o1,-1,-1.0,1,-5,-29,-1,2,4,-1,1
COC(=O)[C@H](C)NC(=O)Nc1cccc(C)c1,-1,0.3,-30,.,-14,30,-1,-8,-4,6
Cc1onc(-c2ccccc2)c1C(=O)OCc1nnc(-c2ccccc2)o1,-3,-1.4,12,-14,16,-12,.,-6,4,3
Cc1ccc(CN2C(=O)CCC2C(=O)NCC2CCCO2)cc1 (configuration not stated),-3,-0.8,.,8,9,.,-2,-10,-3,7

# From PubChem BioAssay
